# Source: PubChem
# Insulin prom inh = TRM-6 insulin promoter activity inhibition; TRM-6 cells (human fetal islet line), insulin promoter-eGFP reporter, imaging; reporter expression induced with tamoxifen; inhibition, % at 2 µM; hit rate 0.9% among 130,000; AID 1273;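 active = inhibition above the mean plus 3 SD, with well images judged a real hit on visual review, cut at about 60% in these data, passing the limit was not always enough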
# SDO1 yeast rescue = restores growth of sdo1-depleted yeast; S. cerevisiae sdo1-depleted JHY4D growth rescue, OD600 30 h; active compounds read high; pdr5 snq2 efflux-pump mutant strain; z-score at 10 µM; hit rate 0.21% among 140,000; AID 817;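 active = z-score above 3 at both the 24 hr and the 30 hr optical density reads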;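 note: z-score against mean and SD of all compound wells on the same plate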
# SDO1 yeast rescue Rescue 24 h = further read-out of SDO1 yeast rescue, marked with its call; z-score; S. cerevisiae sdo1-depleted JHY4D growth rescue, OD600; measured here: growth rescue at 24 h;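 0 is the plate mean of compound wells and units are plate SD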
# Starred values were filed as active, the others as inactive; . = no result given.
SMILES,Insulin prom inh,SDO1 yeast rescue,SDO1 yeast rescue Rescue 24 h
Cc1cc(Br)c2nc3c(c(C(=O)O)c2c1)CCCCC3,29,0.57,-1.3
N#C/C(=C\c1ccc([N+](=O)[O-])o1)C(=O)Nc1ccc(F)cc1,-400,.,.
Cc1cc(NN)nc2ccc(Cl)cc12,18,.,.
COC(=O)CSc1ccccc1C(=O)OC,-186,0.14,-0.02
O=C(NCC1CCCO1)C1CCCCN1S(=O)(=O)c1ccc(F)cc1 (stereo not given),-26,0.33,-0.55
Cc1ccc(C(=O)N2CCN(Cc3ccc4c(c3)OCO4)CC2)o1,-59,0.27,-0.58
CCOC(=O)c1[nH]c2c(c1-c1ccccc1)C(=O)CC(c1ccc(Cl)cc1)C2 (stereo not given),-105,-0.19,0.99
CCOCCCNC(=O)C(=O)NCCCOCC,-17,1.4,1.1
COC(=O)[C@H](CCSC)NC(=O)NC1CCN(Cc2ccccc2)CC1,.,0.05,-0.91
COc1ccc(OC)c(/C=C/C(=O)Nc2ccc3c(c2)CCC3)c1,.,-1,-0.76
Cc1ccc(C2C(C(N)=S)=C(N)OC3=C2C(=O)CC(C)(C)C3)cc1 (stereo not given),53,0.85,0.21
C=C(C)Cn1c(CCCNC(=O)CCC)nc2ccccc21,.,0.04,-0.12
O=C(CCc1c[nH]c2ccccc12)NCC(=O)Nc1ccc(F)c(F)c1F,8,.,.
CCCCOCCCNC(=O)c1ccc(OC)cc1,17,1.7,2.8
Cn1c(=O)oc2cc(S(=O)(=O)N3CCCc4ccccc43)ccc21,.,-0.37,-0.06
C=CCn1c(=O)n(CCC#N)c(=O)n(CCC#N)c1=O,27,1.3,1.1
COc1ccc2cnnc(SCC(=O)Nc3ccccc3)c2c1OC,12,-0.52,-0.53
CN(Cc1ccccc1)S(=O)(=O)c1ccc2c(c1)OCCO2,38,-1.7,-1.6
Cn1c(=O)[nH]c(=O)c2c1nc(NCCCn1ccnc1)n2Cc1ccc(F)cc1,.,0.22,0.07
CCC(=O)N1CCCc2cc(S(=O)(=O)N3CCN(c4ccccc4F)CC3)ccc21,.,-1,-0.87
CC(=O)c1cccc(CN2CCCC(CCC(=O)NCc3ccc(C)o3)C2)c1 (stereo not given),17,.,.
COc1ccc(C2=NN(C(=O)CSc3nc4ccccc4s3)C(c3ccc(OC)cc3)C2)cc1 (stereo not given),17,0.75,1.3
Cc1ccc(C(=O)c2ccccc2C(=O)O)c(O)c1,.,0.33,-0.2
COC(=O)[C@@]1(Cc2ccc(F)cc2)[C@H]2c3cc(C(=O)N4CCCC4)n(CCc4ccccn4)c3C[C@H]2CN1C(=O)c1ccccc1,-30,-0.29,-0.62
CC(=O)c1ccc2c(c1)c1ccccc1n2CC(C)C,45,-0.37,0.22
C1=C(c2ccccc2)Nc2nnnn2C1,23,0.74,-0.02
Fc1ccc(CNn2cnnc2SCc2ccc(F)cc2)cc1,69,-0.72,-0.61
C=CCN(c1ccc(C(N)=O)cc1)S(C)(=O)=O,-217,0.47,0.45
C=CCN=C(NC#N)SCc1ccccc1Cl,-6,0.28,0.71
Cn1c(Cn2c(=O)sc3ccccc32)nnc1SCC(N)=O,.,0.66,0.68
CCCC(=O)Nc1ccc(Br)c(Cl)c1,-443,0.61,2
COc1ccc(C(=O)NNC2CC(=O)N(Cc3ccc(Cl)cc3)C2=O)cc1OC (stereo not given),3,0.57,-0.02
Cc1nc2ccc(Cl)cc2c(-c2ccccc2F)c1CC(=O)O,-9,-1,-0.91
O=C(NCc1ccc2c(c1)OCO2)c1ccc(COc2cccc(Cl)c2)o1,.,-2.7,-2
CCOc1ccc(Nc2cc(C)nc(-n3nc(C)cc3C)n2)cc1,-186,-1.2,-0.42
O=C(Nc1cccc(Oc2ccc3c(c2)C(=O)NC3=O)c1)c1cccs1,.,-0.58,-0.92
O=C(NC1=NCCS1)C1CC(=O)N(c2ccc(F)cc2)C1 (stereo not given),13,0.16,-0.4
Clc1ccccc1N=C1NN=C(c2cccs2)CS1,7,.,.
CCN1CCN(CC(O)COc2ccc3c(c2)CCC3)CC1 (stereo not given),-21,0.55,-0.59
O=c1ccn(CCOc2ccc(Cl)cc2)c(=O)[nH]1,14,-0.39,-0.54
CCCC(=O)N(c1ccc2oc(C)c(C(C)=O)c2c1)S(=O)(=O)c1ccc(C)c([N+](=O)[O-])c1,0,-0.59,-0.86
N#Cc1ccccc1OCCOCCNC1CCCC1,18,1.6,1.2
COC(=O)c1[nH]c2ccc(F)cc2c1NC(=O)CCN1CC(C)OC(C)C1 (stereo not given),16,0.13,-0.12
O=C(Nc1ccc(Cl)c(Cl)c1)Nc1ccccc1NS(=O)(=O)c1cccs1,.,-1.7,-2.3
COc1ccccc1CNC(=O)C1CCC(CNc2c(N3CCOCC3)c(=O)c2=O)CC1 (stereo not given),.,1.1,1.5
COc1ccccc1-c1nc(C#N)c(N2CCC(Cc3ccccc3)CC2)o1,-50,-1.1,-1.1
O=C(CC1Sc2ccccc2NC1=O)c1ccc(Br)cc1 (stereo not given),-8,0.2,0.37
CCCNS(=O)(=O)c1ccc(NC(=O)c2ccccn2)cc1,-6,1.6,1.9
CCOC(=O)c1ccc(NC(=O)Cn2c(-c3nonc3N)nc3ccccc32)cc1,-50,.,.
O=C1c2ccccc2C(Nc2cccnc2)N1Cc1ccccc1 (stereo not given),.,-0.23,-1.1
COc1cccc(OC)c1OCCCOc1c(OC)cccc1OC,-51,-0.6,-0.22
O=C(Cc1cccs1)NCc1ccncc1,.,2.5,1.3
NC(=O)CSc1nnc(-c2ccc(S(=O)(=O)N3CCCC3)cc2)n1Cc1ccco1,-9,0.55,0.81
O=C(CN1c2ccccc2Sc2ccccc21)NNC(=S)Nc1ccc(Cl)cc1Cl,7,2.5,3.5
Cc1cc(S(=O)(=O)N2CCN(Cc3ccc4c(c3)OCO4)CC2)cc(C)c1N1CCCC1=O,.,1.5,1.4
COc1ccc(C2=C/C(=C\c3cccc(OC(C)=O)c3)C(=O)O2)cc1,-33,-0.28,0.24
Cc1nc2nc(-c3ccccc3)[nH]n2c(=O)c1C,13,1.2,-0.04
O=C(N1CCN(c2ccccc2)CC1)C(F)(F)C(F)(F)F,22,3.4*,3.1*
Cc1cc(C(=O)CSc2nn(-c3ccccc3)c(=S)s2)c(C)n1Cc1ccco1,-16,0.22,-0.02
CCn1c(N2CCN(CC(=O)c3c(C)n(C)c4ccccc34)CC2)nc2c1c(=O)[nH]c(=O)n2C,3,0.21,0.14

# Exported as labelled records: entries from further up.
COc1cccc(OC)c1OCCCOc1c(OC)cccc1OC
  Insulin prom inh: -51 | SDO1 yeast rescue: -0.6 | SDO1 yeast rescue Rescue 24 h: -0.22

O=C(Cc1cccs1)NCc1ccncc1
  Insulin prom inh: . | SDO1 yeast rescue: 2.5 | SDO1 yeast rescue Rescue 24 h: 1.3

# By substructure, those above with two or more sulfur atoms.
SMILES,Insulin prom inh,SDO1 yeast rescue,SDO1 yeast rescue Rescue 24 h
COc1ccc(C2=NN(C(=O)CSc3nc4ccccc4s3)C(c3ccc(OC)cc3)C2)cc1 (stereo not given),17,0.75,1.3
Cn1c(Cn2c(=O)sc3ccccc32)nnc1SCC(N)=O,.,0.66,0.68
Clc1ccccc1N=C1NN=C(c2cccs2)CS1,7,.,.
O=C(Nc1ccc(Cl)c(Cl)c1)Nc1ccccc1NS(=O)(=O)c1cccs1,.,-1.7,-2.3
NC(=O)CSc1nnc(-c2ccc(S(=O)(=O)N3CCCC3)cc2)n1Cc1ccco1,-9,0.55,0.81
O=C(CN1c2ccccc2Sc2ccccc21)NNC(=S)Nc1ccc(Cl)cc1Cl,7,2.5,3.5
Cc1cc(C(=O)CSc2nn(-c3ccccc3)c(=S)s2)c(C)n1Cc1ccco1,-16,0.22,-0.02

# (next part)
SMILES,Insulin prom inh,SDO1 yeast rescue,SDO1 yeast rescue Rescue 24 h
CCC1CCCCN1S(=O)(=O)c1ccccc1[N+](=O)[O-] (stereo not given),-11,.,.
Cc1ccc(N/N=C(\C#N)C(=N)N2CCOCC2)cc1,7,-0.34,-0.21
N#CC1=C(SCc2ccccc2Cl)NC(=O)C(C(N)=O)C1 (stereo not given),-9,-0.36,-1.1
CCn1c(/C(C#N)=C(\O)CCc2ccccc2)nc2ccccc21,67,-0.56,0.8
c1csc(C(c2nnnn2C2CCCCC2)N2CCCC3(CCCCC3)C2)c1 (stereo not given),-33,0.62,1.7
CSCCC(NC(=O)c1ccccc1)C(=O)Nc1ccc(C)cc1 (stereo not given),45,0.85,0.98
COc1cc(NC(=S)NN2CCN(C)CC2)cc(OC)c1OC,-45,.,.
Cc1c(NC(=O)CSc2ccc3c(c2)OCCO3)c(=O)n(-c2ccccc2)n1C,.,-0.46,-0.76
COc1ccccc1NC(=O)N1CCCC1C(=O)NCC1CCCO1 (stereo not given),-63,.,.
Cc1nc(SCC(=O)c2ccccc2)c([N+](=O)[O-])[nH]1,-8,0.58,-0.28
O=C(CNCc1cccs1)NC12CC3CC(CC(C3)C1)C2,-115,.,.
COc1cc(/C=C(\C#N)c2nc3c(s2)CC(C)CC3)ccc1O (stereo not given),-62,-1.8,-1.2
CCOC(=O)CN(C#N)c1nc(C)cc(C)n1,32,0.65,-0.02
CC1=NNC(=O)C1CCC(=O)N/N=C(/C)c1ccc([N+](=O)[O-])cc1 (stereo not given),26,0.33,0.16
O=C1CCC(C(=O)N(Cc2cccs2)C2(C(=O)NC3CCCCC3)CCCCC2)N1 (stereo not given),-47,.,.
C[C@@H]1NC(=O)c2cc([N+](=O)[O-])cc(I)c2NCCCC[C@@H](C(N)=O)NC(=O)[C@H](CCC(=O)O)NC1=O,-59,0.83,1.4
CCOc1ccc(Br)cc1S(=O)(=O)N1CC(C)OC(C)C1 (stereo not given),43,-1.2,0.51
CCn1c(SCC(=O)c2cc(C)n(-c3ccc(C(=O)OC)cc3)c2C)nnc1-c1cccnc1,-10,-0.1,-0.32
O=C(Nc1cccc(-c2nnn(CC(=O)N3CCc4ccccc4C3)n2)c1)C1CCC1,-30,-0.48,-0.44
COc1cc(C(c2nnnn2C2CCCC2)N2CCc3ccccc3C2)ccc1O (stereo not given),.,1.3,0.45
Cn1cnnc1SCC(=O)c1cc2ccccc2oc1=O,30,0.62,0.6
CCOc1ccccc1NC(=O)Cn1nnc(C(=O)NCc2ccco2)c1N,-192,1.1,1.7
COc1ccccc1NC(=O)CSc1nc2ncccc2[nH]1,-30,0.44,-0.1
O=C(CN1C(=O)/C(=C/c2ccccc2F)Sc2ccccc21)NCc1cccnc1,-7,.,.
Cc1ccc(Nc2nc3ccccc3s2)cc1,38,-1.4,-1.4
Cc1cc(C)n(-c2ccc(C(=O)OCC(=O)Nc3cc(Cl)ccc3[N+](=O)[O-])cc2)n1,4,0.66,1.6
COC(=O)c1ccsc1NC(=O)C1COc2ccccc2O1 (stereo not given),.,-1.7,-0.42
CCOC(=O)c1c(-c2ccc(C)cc2)csc1NC(=O)/C(C#N)=C/c1ccc(O)c(OC)c1,-167,-1.4,-0.12
CCn1c(COc2ccc(=O)n(-c3ccccc3)n2)nnc1SCc1ccccc1C,.,-0.96,-0.96
CCN(CC)CCNC(=O)C1CCC(=O)N(c2ccc(OC)cc2)C1c1ccc(F)cc1 (stereo not given),-87,-0.96,-0.8
CC(C)(C)SCCNC(=O)CSCc1ccc([N+](=O)[O-])cc1,10,-0.31,-0.87
Cc1ccc(NC(=O)CSc2nnc(CNC(=O)c3ccccc3F)o2)cc1,-13,.,.
CC1(C)Oc2ccc(C(=O)N3CCOCC3)cc2N(CC(=O)Nc2ccccc2)C1=O,.,1.6,1.3
COCCCn1c(Cc2ccccc2)nnc1SCC(=O)N1CCCCC1,.,0.59,0.04
O=C(c1ccc([N+](=O)[O-])cc1)N1CCSC1c1ccc(Br)cc1 (stereo not given),-46,.,.
CC1=C(C(=O)OCc2ccccc2)C(c2cccnc2)n2nnnc2N1 (stereo not given),3,0.9,0.33
COc1ccc(OCc2nc(N)nc(Nc3ccccc3OC)n2)cc1,33,-0.78,-0.11
COc1ccccc1NC(=S)NC(NC(=O)c1ccco1)C(Cl)(Cl)Cl (stereo not given),-43,2.8,1.4
COC(=O)CNC(=O)C(NC(=O)OCc1ccccc1)C(C)C (stereo not given),-100,.,.
COC(=O)CSc1nnnn1-c1ccccc1,-10,-0.2,-0.66
CCCSC1=C(C#N)C(c2ccc(Cl)cc2Cl)CC(=O)N1 (stereo not given),0,0.44,0.99
CCCOc1ccc(C2NC(=S)NC(C)=C2C(=O)c2ccccc2)cc1OC (stereo not given),.,0.36,-0.14
O=C(N/N=C/c1ccc2c(c1)OCO2)c1cccs1,23,0.37,-0.79
CCOC(=O)c1c(C)nc(-c2ccccc2)nc1NC(=O)C(C)C,-9,-0.64,-0.27
COC(=O)CC1=C(C(=O)OC)C(c2cccs2)C(C#N)=C(N)O1 (stereo not given),.,-0.12,0.85
Cc1cccc(N2C(=O)NC3(CCCCC3)C2=O)c1,-78,0.57,0.74
COc1ccccc1Cc1nc(-c2ccc(Br)o2)no1,.,-0.78,-0.8
CCC(C)(C)C1CCC(=NNC(=O)c2ccoc2C)CC1 (stereo not given),-70,-0.06,-0.71
Cc1cccc(CSc2ncnc3c2cnn3Cc2ccccc2)c1,34,-0.42,-0.48
